Screening data deposited in PubChem BioAssay by several laboratories.
HTR5A ag ctr = counter-screen for OPRM1-OPRD1 agonists: human HTR5A agonism; 0.61% of 340,000 active; activation, % at 9.3 µM; P47898; HTR5A agonist assay, luminescence, cell-based; in the data active means activation mostly above about 9.5%, no sharp cut-off; inactive means mostly below about 7.6%;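 further: 0% = cells with vehicle only and 100% = reference agonist; strong numbers were not always called active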
HTR5A inv ctr = HTR5A inverse agonism, opioid heterodimer counter-screen; AID 504634; 0.083% of 340,000 active; HTR5A cell line, luminescence; inhibition, % at 9.3 µM; P47898; in the data active means inhibition mostly above about 23%, no sharp cut-off; inactive means mostly below about 18%;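 further: 0% = cells with DMSO and 100% = no-cell wells with DMSO; some compounds called inactive have numbers as strong as hits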
Keap1 Nrf2 FP = Keap1-Nrf2 (human) interaction inhibition; Q14145; 0.15% of 340,000 active; Keap1 Kelch-Nrf2 peptide fluorescence polarization, 1536-well; inhibition, % at 9.4 µM; in the data active means inhibition above about 12%;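 further: human Keap1 Kelch domain with fluorescein labeled Nrf2 9mer peptide probe; 0% = neutral control wells and 100% = peptide positive control; higher means more block of Keap1 binding to Nrf2 peptide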
CAL-PDZ inh HTS = inhibitors of human CAL PDZ peptide binding. Q9HD26. purified CAL PDZ, TMR-peptide fluorescence polarization, 1 h. inhibition, % at 24.9 µM. 0.92% of 300,000 active. AID 602252;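 active means mean inhibition of at least 30% with at least half of replicates also reaching 30%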;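 further: 0% = DMSO neutral control and 100% = excess unlabeled competitor peptide PRC23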
V-ATPase pHluor = regulators of yeast V-ATPase proton transport. S. cerevisiae, pHLuorin cytosolic pH fluorescence. response, % at 10 µM. 0.37% of 350,000 active. AID 504577; in the data active means response mostly above about 7.3%, no sharp cut-off; inactive means mostly below about 5.4%; further: actives read high; inactives centre near 0; some compounds called inactive have numbers as strong as hits; reference of the scale not given here
OPRM1-OPRD1 inv = mu-delta opioid heterodimer inverse agonism; P35372+P41143; cell-based MOR-DOR heterodimer luminescence; inhibition, % at 9.3 µM; 0.21% of 340,000 active; in the data active means inhibition above about 22%, passing the limit was not always enough;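 further: 0% = cells with DMSO and 100% = wells without cells with DMSO; values of inactives mirror those of a sister screen read the other way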
Target sequence (P35372 whole entry, looked up): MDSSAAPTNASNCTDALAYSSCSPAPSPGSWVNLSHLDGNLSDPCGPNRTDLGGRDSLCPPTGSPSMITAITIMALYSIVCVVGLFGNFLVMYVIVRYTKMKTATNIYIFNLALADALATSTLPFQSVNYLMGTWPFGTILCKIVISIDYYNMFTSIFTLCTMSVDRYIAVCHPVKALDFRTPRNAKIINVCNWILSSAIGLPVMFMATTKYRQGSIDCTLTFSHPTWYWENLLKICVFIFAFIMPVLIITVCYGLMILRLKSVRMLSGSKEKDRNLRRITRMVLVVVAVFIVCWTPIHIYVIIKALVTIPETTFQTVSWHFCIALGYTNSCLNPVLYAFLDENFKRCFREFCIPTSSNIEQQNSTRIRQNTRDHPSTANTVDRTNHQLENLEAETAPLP
Target sequence (P41143 whole entry, looked up): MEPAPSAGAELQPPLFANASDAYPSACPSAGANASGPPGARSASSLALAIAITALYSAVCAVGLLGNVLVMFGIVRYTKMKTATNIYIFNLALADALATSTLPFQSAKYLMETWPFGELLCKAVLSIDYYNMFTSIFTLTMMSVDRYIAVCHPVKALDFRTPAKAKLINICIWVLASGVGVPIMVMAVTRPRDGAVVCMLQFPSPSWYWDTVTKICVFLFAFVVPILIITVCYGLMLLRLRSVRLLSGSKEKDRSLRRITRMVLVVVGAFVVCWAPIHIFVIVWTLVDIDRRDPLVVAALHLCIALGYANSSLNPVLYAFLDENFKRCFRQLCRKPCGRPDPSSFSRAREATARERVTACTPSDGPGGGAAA
RTF Ca sens act = cardiac RTF calcium sensitization; P19429+P45379; IANBD-labeled TnC RTF fluorescence at EC20 calcium; 0% EC20 calcium, 100% full calcium; activation, % at 7.2 µM; 0.24% of 340,000 active; AID 493008;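 active means activation above the mean over all tested compounds plus 3 SD, cut at about 30% in these data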;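 further: rise in fluorescence read as greater calcium sensitivity of cardiac thin filaments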
RTF Ca sens inh = cardiac RTF calcium desensitization | 0.12% of 340,000 active | P19429+P45379 | IANBD-labeled cardiac RTF, Ca2+ fluorescence | inhibition, % at 7.15 µM;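 active means inhibition above the mean inhibition of all tested compounds plus 3 SD, cut at about 17% in these data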;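 further: assay run at fixed EC70 calcium of 1.6 mM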
C-LANA FP = KSHV C-LANA DNA binding inhibition. MBP-C-LANA/FAM-LBS DNA binding, fluorescence polarization. 0.078% of 340,000 active. inhibition, % at 9 µM;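 active means highest replicate inhibition at or above 60% at 9 µM, even if other replicates fall short; inactive means all replicates below 60% inhibition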;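 further: 0% = neutral control wells and 100% = 4 µM acridine orange control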
MOR-DOR ag = OPRM1-OPRD1 heterodimerization agonism | cells, luminescence | activation, % at 9.3 µM | 0.3% of 340,000 active | AID 504326 | P35372+P41143; in the data active means activation above about 18%;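 further: 0% = vehicle-treated cells and 100% = reference agonist; values of inactives mirror those of a sister screen read the other way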
The depositor's hits bear a star; x = not tested or not shown.

SMILES | HTR5A ag ctr | HTR5A inv ctr | Keap1 Nrf2 FP | CAL-PDZ inh HTS | V-ATPase pHluor | OPRM1-OPRD1 inv | RTF Ca sens act | RTF Ca sens inh | C-LANA FP | MOR-DOR ag
CCC1(CC)NC(=O)N(CC(=O)OCC(=O)Nc2ccc(F)c(F)c2F)C1=O | 3.8 | -10.3 | -5.2 | 4.0 | -1.4 | 9.9 | -3.9 | 13.5 | 1.7 | -1.9
O=C(NN1CCOCC1)c1ccccc1F | -2.5 | 10.9 | -1.1 | -3.5 | -2.0 | 11.9 | -3.7 | 4.9 | 0.2 | -2.3
Cc1ccc(CN2CCNC(=O)C2CC(=O)NC2CCCCCC2)cc1 (stereo not drawn) | -2.9 | 6.8 | -1.7 | -3.5 | 1.9 | 18.3 | 3.5 | 0.3 | 0.3 | -3.3
CCOc1cc(/C=C2\C(=N)N3N=C(C)SC3=NC2=O)ccc1OCCOc1ccccc1 | 0.8 | -2.5 | -6.3 | 4.7 | -27.3 | 12.8 | 1.0 | -9.7 | -0.5 | -2.6
N=c1c2c3c(sc2ncn1Cc1ccco1)CCCCC3 | -0.8 | 29.3 | -3.4 | -1.6 | -3.8 | 11.8 | -0.1 | 7.3 | 0.4 | -2.1
COc1ccc(S(=O)(=O)N2CC(C(=O)O)Oc3ccc(Cl)cc32)cc1 (stereo not drawn) | 5.1 | -18.5 | 3.0 | -1.1 | -2.7 | 6.3 | 1.6 | -5.4 | -2.4 | -1.4
CCCC(C)C(=O)Nc1nnc(CCc2ccccc2)s1 (stereo not drawn) | 5.0 | -16.9 | -1.0 | -3.8 | -1.0 | -23.2 | -8.0 | -1.7 | -0.9 | 4.8
CCOc1ccccc1NC(=O)COC(=O)c1ccc2ccccc2n1 | -5.9 | 14.5 | -2.4 | -5.0 | 3.0 | 10.1 | 0.9 | 0.1 | -1.8 | -2.5
Cc1ncc(CO)c(/C=N/NC(=S)Nc2cccc(Cl)c2)c1O | 4.6 | -12.0 | -0.2 | -8.6 | 1.1 | 6.6 | 1.9 | 1.2 | -0.3 | -1.3
Cc1nc2sccn2c(=O)c1CCN1CCC(=C(c2ccc(F)cc2)c2ccc(F)cc2)CC1 | -4.5 | -28.6 | 1.5 | -4.6 | -0.2 | -7.4 | -0.2 | -13.3 | -0.6 | 1.3
Cc1cn([C@@H](CCCCNC(=O)OC(C)(C)C)C(=O)NCCCCCCCCCCC(=O)N2CCN(C(=O)OC(C)(C)C)CC2)nn1 | 7.1 | -6.2 | -0.2 | -2.3 | -1.5 | -13.1 | 4.7 | 0.0 | 3.5 | 2.3
Cc1nnc2sc(-c3ccncc3)nn12 | 0.4 | -20.8 | 0.3 | -1.7 | -4.3 | 2.4 | -2.2 | -0.7 | 11.4 | -0.4
CN(C)S(=O)(=O)c1ccc(NC(=O)c2c(F)cccc2Cl)cc1 | 6.2 | -16.0 | -3.5 | -3.2 | 1.1 | 3.0 | -2.1 | 2.0 | -0.1 | -0.5
Brc1cc2c(cc1CN1CCc3ccccc3C1)OCO2 | 3.6 | -13.6 | 0.2 | -1.8 | -0.8 | -20.5 | 1.0 | 2.5 | 0.5 | 4.6
CC(C)COc1ccc(C(=O)OCC(=O)NCc2cccs2)cc1 | 3.5 | -13.6 | -0.2 | -4.8 | -3.5 | -9.5 | -0.8 | 2.2 | 0.8 | 1.9
O=C(CSCc1ccc(F)cc1)Nc1ccc(N2CCOCC2)cc1N1CCOCC1 | -1.1 | 2.9 | 0.1 | -5.7 | 0.0 | -7.8 | -0.7 | -3.3 | -0.2 | 2.0
NC(=O)C1CCN(C(=O)CNC(=O)c2ccccc2)CC1 | -2.1 | 5.0 | -2.3 | 3.2 | -0.9 | 15.7 | 0.7 | 2.5 | 1.2 | -2.9
CS(=O)(=O)n1nc(-c2cccnc2)nc1NCc1ccccc1 | -3.4 | 9.4 | -5.8 | 0.2 | -2.2 | 11.0 | 2.6 | -1.9 | -0.9 | -2.4
Cc1cccc(CCNC(=O)C2CCC(CNc3c(N4CCCC4)c(=O)c3=O)CC2)c1 (stereo not drawn) | 1.4 | -4.0 | -3.8 | x | -0.6 | 8.7 | 0.2 | -5.5 | 1.1 | -1.5
CCN(CC(=O)Nc1ccc(NC(C)=O)cc1)C(=O)Cc1cccc2ccccc12 | -1.1 | -9.0 | 1.5 | -1.1 | -3.0 | 15.8 | 0.3 | -2.2 | 0.9 | -3.0
CC(=O)Oc1ccc(C(=O)Nc2cccc(C(=O)c3ccc(C)c(C)c3)c2)cc1 | 4.8 | -13.2 | -4.1 | -5.9 | -2.2 | -15.7 | -1.6 | 1.0 | -0.4 | 3.0
CCOC(=O)C1CCN(S(=O)(=O)c2ccc3c(c2)CC(C)N3C(=O)C2CC2)CC1 (stereo not drawn) | 5.1 | -4.9 | -4.5 | 2.2 | 0.4 | -9.1 | 1.6 | -9.8 | -0.3 | 1.8
O=C(O)CCS(=O)(=O)c1nc(-c2cccs2)cc(C(F)(F)F)n1 | -1.1 | 15.1 | -1.9 | -1.6 | 3.8 | 5.0 | 1.2 | -0.2 | -1.1 | -0.9
Cc1cc(SCC(=O)c2ccccc2)nc(SCC(=O)c2ccccc2)n1 | 1.4 | -1.9 | 0.2 | 0.6 | -0.1 | 13.2 | 4.4 | 3.4 | -0.5 | -2.2
CCN1CCCC1CNC(=O)c1cc(NC(C)=O)c(N(C)C)cc1OC (stereo not drawn) | -1.6 | -7.3 | 2.4 | -1.3 | 1.1 | 5.7 | 8.4 | -1.3 | 0.3 | -1.0
O=C(Cc1cccc(NC(=O)C2CCCN(C(=O)CCc3ccccc3)C2)c1)Nc1cccc(C(=O)N2CCOCC2)c1 (stereo not drawn) | 5.1 | -19.3 | 3.5 | -2.3 | 0.4 | 7.9 | -1.3 | 1.5 | -2.5 | -1.7
Cc1c(C(=O)NCCc2ccc(S(N)(=O)=O)cc2)cccc1[N+](=O)[O-] | -0.8 | 2.1 | 1.4 | -3.0 | 3.0 | -6.6 | 11.1 | -6.2 | -0.6 | 1.1
COc1ccc(C(C#N)=C2C=CC(=NO)C(C)=C2Cl)cc1 | 1.2 | -4.8 | -1.8 | 0.1 | 4.2 | -42.5 | 5.0 | -9.5 | 1.1 | 8.7
Fc1ccc(CNC(=S)Nc2ccc(Cl)cc2)cc1 | 1.9 | 1.0 | 0.5 | -4.2 | -5.3 | -57.9 | -0.8 | 2.5 | -2.4 | 10.1
COc1cc(C2C(C#N)=C(N)N(c3sc4c(c3C#N)CCCC4)C3=C2C(=O)CC(C)(C)C3)cc(OC)c1OC (stereo not drawn) | -0.4 | -2.5 | -9.9 | -8.5 | 0.8 | -360.3 | -0.4 | -25.1 | 1.3 | 57.6*
O=C(O)c1cc(C(=O)O)c(-c2ccccc2)c(C(=O)O)c1 | -5.3 | 13.5 | -3.4 | -3.3 | 0.1 | 4.9 | 10.0 | -7.5 | -0.5 | -0.9
CCCCNC(=O)c1cc2nc3c(c(C(F)(F)F)n2n1)CCc1ccccc1-3 | -1.0 | -5.5 | 1.1 | 0.6 | -1.8 | 4.8 | 2.4 | -1.8 | 1.0 | -0.8
Cc1cc(N=Cc2c(O)n(-c3ccc4c(c3)OCO4)c(=O)c3ccccc23)ccn1 | -1.3 | -25.9 | -5.3 | 35.4* | 1.3 | -16.5 | 1.7 | -21.5 | -4.8 | 2.6
Cc1ccc(C(=O)c2c3ccc([N+](=O)[O-])cc3[n+]([O-])n2CCCN)cc1 | -1.4 | 3.7 | 0.1 | -21.6 | 1.2 | -25.5 | 1.2 | -1.5 | -0.4 | 4.7
CCC1CCCCN1C(=O)CSc1nc(N)c(NC(=O)c2ccco2)c(=O)[nH]1 (stereo not drawn) | -2.8 | 8.4 | -6.4 | x | 5.0 | 6.7 | 9.0 | -4.7 | -0.1 | -1.1
O=C(c1cc([N+](=O)[O-])ccc1Cl)N1CCN(c2ccccn2)CC1 | -2.0 | 5.4 | -6.5 | -1.6 | -2.9 | -13.5 | 0.6 | -27.2 | -0.5 | 1.9
CCCCn1ccnc1C(=O)c1ccc(S(=O)(=O)N(CCOC)CCOC)cc1 | -3.8 | -22.3 | -4.0 | 0.3 | 1.7 | 13.2 | -5.7 | 3.4 | -2.0 | -2.2
CCn1ncc(CN2CCN(Cc3cccc(OC)c3)C(CCO)C2)c1C (stereo not drawn) | -0.8 | 2.2 | -3.3 | -0.7 | 1.4 | 4.0 | 2.9 | -3.7 | -0.2 | -0.6
C=CCNC(=O)C(C#N)c1nc2ccccc2nc1N1CCCCCC1 (stereo not drawn) | -3.8 | -7.6 | -5.0 | -1.8 | -1.3 | 2.5 | 12.3 | -10.4 | 18.6 | -0.4
COc1ccc(S(=O)(=O)c2nnn(-c3cccc(OC)c3)c2N)cc1 | -1.6 | 3.9 | 4.1 | -0.6 | -4.4 | 4.8 | 3.2 | -4.9 | -0.9 | -1.0
COc1cc(/C=N/n2cnnc2)ccc1OC(=O)c1ccco1 | -8.3 | 5.0 | -2.7 | -2.5 | 0.9 | -0.3 | -2.1 | 1.1 | 0.9 | 0.0
COc1cccc(CNC(=O)c2csc3c2CCCC3)c1 | 0.9 | -34.1 | 1.6 | -0.3 | -0.6 | -1.1 | -4.1 | -6.6 | 1.9 | 0.2
CCC(CC)C(=O)Nc1cc(NC(=O)C(CC)CC)cc(C(=O)O)c1 | -1.1 | 3.9 | 0.6 | x | 0.8 | 13.9 | -1.7 | -7.8 | 1.1 | -2.6
COc1cccc(OC)c1C(=O)Nc1c(C)n(C)n(-c2ccccc2)c1=O | 4.6 | -11.8 | -0.5 | -2.5 | 2.0 | 5.1 | -8.1 | -5.5 | 2.3 | -0.9
NNc1nc(Nc2ccccc2)nc(Nc2ccccc2)n1 | -5.7 | 15.4 | -3.0 | 1.4 | 1.1 | 3.4 | 5.9 | -7.8 | -0.1 | -0.7
Cc1c([N+](=O)[O-])c(C(=O)Nc2ccc3c(c2)OCCO3)nn1C | -0.3 | 1.4 | -2.5 | -3.6 | -1.0 | 6.8 | 5.8 | -12.6 | -1.5 | -1.3
CCN1C(=O)CS/C1=N\c1nccs1 | -1.9 | 4.7 | 1.9 | 4.1 | 6.0 | 4.6 | -8.3 | 3.3 | 1.3 | -1.0
O=C(Cn1c(=O)oc2ccccc21)NC(=O)NCc1ccco1 | 3.7 | 15.4 | 2.0 | -2.1 | -1.2 | 7.0 | -1.0 | 2.3 | -0.7 | -1.2
O=[N+]([O-])c1ccc(Sc2nc3ccccc3o2)c([N+](=O)[O-])c1 | -4.5 | 4.2 | -3.2 | -1.3 | 8.0 | -15.5 | -2.3 | -1.3 | -1.2 | 2.9
Cc1cccc(Cn2c(Sc3nc(C)cs3)nc3c2c(=O)[nH]c(=O)n3C)c1 | -5.5 | 14.4 | -4.5 | 2.1 | 5.0 | 10.6 | -3.0 | -7.7 | -2.8 | -2.1
CC1(C)Cc2c(cnn2-c2cccc(F)c2)C(NC(=O)c2ccc[n+]([O-])c2)C1 (stereo not drawn) | 1.4 | -23.0 | -2.3 | -0.2 | -7.7 | 16.9 | -4.1 | -3.9 | 0.3 | -3.1

Looked up above.
CAL-PDZ inh HTS result of `O=[N+]([O-])c1ccc(Sc2nc3ccccc3o2)c([N+](=O)[O-])c1` reads -1.3
RTF Ca sens act result of `CCC(CC)C(=O)Nc1cc(NC(=O)C(CC)CC)cc(C(=O)O)c1` reads -1.7
